# Screening data (PubChem BioAssay)
# All columns: NCI-60 one-dose screen, growth in % after 48 h at 10 µM unless noted; 100 = growth as untreated, 0 = no growth, -100 = all killed.
# MDA-MB-435 – MDA-MB-435 melanoma | 7.8% of 82,000 active
# MOLT-4 – MOLT-4 leukemia cells; 6.9% of 80,000 active
# SR – SR leukemia cells; 8.7% of 73,000 active
# CCRF-CEM – CCRF-CEM leukemia. 7% of 77,000 active. AID 1794778
# K-562 – K-562 leukemia; 7.4% of 78,000 active
# HOP-92 – HOP-92 NSCLC cells; 6.3% of 71,000 active
# HOP-62 – HOP-62 NSCLC; 3.9% of 80,000 active; AID 1794735
# RPMI-8226 – RPMI-8226 leukemia cells; 7.5% of 77,000 active; AID 1794781
# Starred values were filed as active, the others as inactive; / = not tested or not shown; & = joins results of further samples; [ ] = dose if it differs, or a comment. Rule for the calls: active = growth percent below 10; inactive = the rest.
[1] CC1(C)CC[C@]2(C(=O)Nc3ccccc3)CC[C@]3(C)C(=CC[C@@H]4[C@@]5(C)CC[C@H](N)C(C)(C)[C@@H]5CC[C@]43C)[C@H]2C1
[2] O=C(/C=C/c1ccco1)c1ccccc1
[3] COc1ccc(Oc2ccc(C3CC(c4ccc(OC)c(OC)c4)=NN3)cc2)cc1 (stereo not given)
[4] CCCCCCCCCCSC(=N)N (tested in a mixture with another compound)
[5] CCOC(=O)CCC(NC(=O)c1ccc(NS(=O)(=O)c2ccc(C)cc2)cc1)C(=O)OCC (stereo not given)
[6] c1ccc(CSC(SCc2ccccc2)c2cccc3ccccc23)cc1
[7] CCCCCCCCc1ccc(S(=O)(=O)Nc2cccc(-c3csc(NC(C)=O)n3)c2)cc1
[8] CCOC(=O)c1c(C(=O)c2cn(C)c3ccccc23)c(-c2cn(C)c3ccccc23)n(NC(=O)OC(C)(C)C)c1C
screen / no.,1,2,3,4,5,6,7,8
MDA-MB-435,59.1,107.7,/,79.6,98.6&100.0,103.6,102.0,82.3[100 µM]
MOLT-4,/,104.1,69.7,43.9,98.9&99.6,85.7,92.9,38.8[100 µM]
SR,/,84.2,97.3,-26.7*,95.5&96.6,82.5,99.9,57.3[100 µM]
CCRF-CEM,32.6,72.7,67.0,56.2,100.3&109.7,92.2,96.3,88.8[100 µM]
K-562,/,112.4,48.9,9.7*,104.9&101.2,69.4,86.5,56.5[100 µM]
HOP-92,70.2,75.3,80.3,41.8,79.0&111.3,72.5,84.9,58.2[100 µM]
HOP-62,103.1,105.0,82.7,77.3,93.9,90.5,94.6,73.4[100 µM]
RPMI-8226,19.7,97.7,/,38.0,106.6&116.7,84.5,92.5,61.4[100 µM]

[9] CN1CCN(c2ccc(Nc3nc(NCCNS(=O)(=O)c4cccc(F)c4)c4sccc4n3)cc2)CC1
[10] O=[N+]([O-])c1ccccc1-c1ccc(Cl)cc1
[11] CCCCCN1C=C/C(=C\C(=O)n2ccc3ccccc32)c2ccccc21
[12] Cc1c(C)c(N2C(=O)c3ccc(O)cc3C2=O)c(C)c2c1OC(C)(CCCC(C)CCCC(C)CCCC(C)C)CC2 (stereo not given)
[13] COc1ccc(C(=O)C(=O)c2ccccc2)cc1
[14] Cc1cccc(C)c1NCc1nnc(-c2ccc(O)cc2)o1
[15] CNN(C)c1c(C)cc(C)cc1C
[16] COc1ccc(C23N=CC4(CCC(=O)N4c4ccccc4C2=O)O3)cc1 (stereo not given)
screen / no.,9,10,11,12,13,14,15,16
MDA-MB-435,99.1,111.0,96.1,108.8,95.1,99.1,120.0,110.1
MOLT-4,88.8,95.3,90.0,88.7,100.7,107.5,83.3,100.2
SR,101.8,102.4,82.8,94.9,95.9,119.4,82.8,102.6
CCRF-CEM,91.3,103.5,94.6,99.8,-54.2*,94.8,122.1,99.1
K-562,61.1,96.7,75.0,91.7,111.2,125.8,107.4,97.6
HOP-92,36.8,99.4,83.3,85.5,90.7,88.3,103.8,83.2
HOP-62,100.0,94.9,81.9,100.1,102.1,110.6,107.5,102.6
RPMI-8226,96.4,109.4,73.7,106.3,102.8,95.5,/,90.9

# Among those listed so far, 3 have two or more sulfur atoms:
[6] c1ccc(CSC(SCc2ccccc2)c2cccc3ccccc23)cc1
[7] CCCCCCCCc1ccc(S(=O)(=O)Nc2cccc(-c3csc(NC(C)=O)n3)c2)cc1
[9] CN1CCN(c2ccc(Nc3nc(NCCNS(=O)(=O)c4cccc(F)c4)c4sccc4n3)cc2)CC1
screen / no.,6,7,9
MDA-MB-435,103.6,102.0,99.1
MOLT-4,85.7,92.9,88.8
SR,82.5,99.9,101.8
CCRF-CEM,92.2,96.3,91.3
K-562,69.4,86.5,61.1
HOP-92,72.5,84.9,36.8
HOP-62,90.5,94.6,100.0
RPMI-8226,84.5,92.5,96.4

# (continued)
[17] CC(C)CCN(CCC(C)C)CC(O)c1cc(-c2ccc(C(F)(F)F)cc2)nc(-c2ccc(C(F)(F)F)cc2)c1 (stereo not given)
[18] CN1CCN(c2ccc(Nc3nc(NCCCNS(=O)(=O)c4ccc(C(F)(F)F)cc4)c4sccc4n3)cc2)CC1
[19] Cc1ccc(S(=O)(=O)O)c2ccccc12
[20] COc1ccc2nc([C@H]3C[C@H]3c3cc(OC)c4c(c3)OCO4)[nH]c2c1
[21] COc1ccccc1Cn1cc(C#N)c(N)c1C(=O)c1ccc(Cl)cc1Cl
[22] COc1ccc(N2N=C(c3ccc4c(c3)OCO4)CC2c2cccc(NC(=O)CCNS(=O)(=O)c3ccc(Cl)cc3)c2)cc1 (stereo not given)
[23] N[C@@H](Cc1cc(I)c(Oc2ccc(O)c(I)c2)c(I)c1)C(=O)O
[24] Nc1ccc(Nc2ccncc2)cc1
screen / no.,17,18,19,20,21,22,23,24
MDA-MB-435,100.2,-62.4*,103.4,95.1,87.0,41.1,103.6,111.3
MOLT-4,106.6,0.2*,107.1,103.1,103.4,10.3,83.1,89.8
SR,88.6,7.0*,98.7,97.9,88.3,3.7*,95.3,86.1
CCRF-CEM,113.2,6.3*,/,103.5,97.5,18.7,/,108.2
K-562,87.1,5.2*,91.7,99.2,88.4,9.7*,/,93.6
HOP-92,65.1,-55.9*,/,62.6,69.0,32.0,/,103.0
HOP-62,90.5,-49.1*,105.3,110.7,65.9,50.2,100.0,103.4
RPMI-8226,119.0,-9.6*,95.1,98.8,92.3,23.2,/,107.7

[25] O=C1[C@H]2Cc3c([nH]c4ccccc34)[C@@H](c3ccc(Cl)cc3)N2C(=O)CN1C1CCN(Cc2c(F)cccc2F)CC1
[26] Clc1ccc(C(c2c[nH]c3ccc(Br)cc23)N2CCCC2)cc1 (stereo not given)
[27] CCNc1nnnn1CC
[28] COc1ccc(Nc2ncnc3c2c(C)nn3-c2ccc([N+](=O)[O-])cc2)cc1
[29] CC(SC(C)C(=O)N/N=C/c1cccc(Cl)c1)C(=O)N/N=C\c1cccc(Cl)c1 (stereo not given)
[30] COC1(c2ccco2)OC1(C)C (stereo not given)
[31] COc1ccc(-c2nc3ccccn3c2-c2nnc(-c3cc(OC)c(OC)c(OC)c3)o2)cc1
[32] COc1ccc(OC)c(-c2cc(-c3ccccc3)c(C#N)c(SCc3ccccc3)n2)c1
screen / no.,25,26,27,28,29,30,31,32
MDA-MB-435,47.6[4.17 µM],97.3,106.6,99.3,72.8,102.5,96.2,90.9
MOLT-4,42.3[4.17 µM],54.6,115.8,100.8,68.3,115.8,92.1,97.5
SR,87.8[4.17 µM],52.7,108.2,64.7,15.8,112.2,37.7,75.4
CCRF-CEM,39.9[4.17 µM],55.3,102.8,101.0,48.6,102.5,88.4,103.2
K-562,36.8[4.17 µM],63.5,108.6,90.5,79.7,110.2,101.7,87.2
HOP-92,45.5[4.17 µM],69.3,/,/,/,/,/,67.6
HOP-62,62.4[4.17 µM],63.5,109.9,99.8,90.4,108.3,37.1,61.0
RPMI-8226,35.4[4.17 µM],80.8,106.8,110.0,64.4,100.2,75.1,81.9

[33] O=C1OC(Oc2ccc(Br)cc2)(c2ccccc2)c2ccccc21 (stereo not given)
[34] CSc1nc(Nc2cccc(N)c2)c(C#N)c(-c2cccc([N+](=O)[O-])c2)n1
[35] CCN(CC)C(=O)c1ccccc1C
[36] CC(Nc1c(C#N)cnc2ccc(-c3cncc(O)c3)cc12)c1ccccc1 (stereo not given)
[37] CC1(C)C2CC[C@]3(C)C(C(=O)C=C4[C@@H]5C[C@@](C)(C(=O)O)CC[C@]5(C)CC[C@]43C)[C@@]2(C)CC[C@@H]1OC(=O)CCC(=O)O (stereo not given in full)
[38] CC(C)Cn1cnc2c3ccccc3nc(NCn3nc(-c4cc(Cl)cc(Cl)c4Cl)oc3=S)c21
[39] CNCCC(=O)c1ccccc1
[40] CCn1cc(C(=O)N[C@H]2C(OC(C)=O)[C@@H](OC(C)=O)C(COC(C)=O)O[C@H]2OC(C)=O)c(=O)c2cc(F)c(N3CCN(C(C)=O)CC3)cc21 (stereo not given in full)
screen / no.,33,34,35,36,37,38,39,40
MDA-MB-435,79.5&101.6,106.5,98.3,25.2,103.4,91.4,97.9,104.2
MOLT-4,77.4,86.8,107.0,2.6*,100.0,20.4,102.0,106.0
SR,75.4,/,97.4,6.2*,99.1,25.5,97.7,102.6
CCRF-CEM,46.1&70.1,109.9,94.7,10.6,/,6.9*,103.0,101.2
K-562,70.1,91.9,101.4,15.3,/,59.6,97.5,99.8
HOP-92,65.6&95.7,99.6,97.2,-3.6*,/,50.7,82.5,109.1
HOP-62,106.7&113.0,91.4,95.6,5.3*,107.6,66.4,/,108.1
RPMI-8226,85.8,95.5,97.1,11.3,/,74.8,98.7,/

[41] COc1ccc(C2N=C3C(c4ccccc4)=NOC3C(=O)N2)cc1 (stereo not given)
[42] C[C@H]1[C@@H]2[C@H]3CC[C@@H]4[C@@]5(C)Cc6c([nH]c7ccccc67)C(C)(C)[C@@H]5CC[C@@]4(C)[C@]3(C)CC[C@]23CO[C@]1(C)[C@@H](C(=O)/C=C/c1cccnc1)C3
[43] COc1cc(-c2nn(-c3ccc(NC(=O)Nc4cccc(Cl)c4Cl)cc3)cc2-c2ccncc2)ccc1Cl
[44] NNC(=O)c1ccc(C(=O)O)cc1
[45] Cn1cc(-c2csc(-c3cn(C)c4ncccc34)n2)c2cccnc21
[46] NS(=O)(=O)Oc1ccc(NC(=O)C23CC4CC(CC(C4)C2)C3)cc1Br
[47] Nc1ccc(-c2ccncc2)cc1NC(=O)N1Cc2ccccc2C1
[48] COc1cc(NC(C)CCCN2C(=O)c3ccccc3C2=O)c2nccc(C)c2c1OC (stereo not given)
screen / no.,41,42,43,44,45,46,47,48
MDA-MB-435,113.6,62.5,97.7,116.2,75.8,95.9,83.5,104.3
MOLT-4,106.9,37.2,86.9,90.6,95.7,76.7,84.7,-44.2*
SR,112.3,30.7,95.0,84.6,/,97.2,90.5,33.0
CCRF-CEM,110.3,37.9,117.8,87.0,87.3,71.4,85.6,-14.2*
K-562,107.1,28.9,87.4,100.1,/,96.9,74.8,60.9
HOP-92,99.1,53.9,/,83.8,/,105.4,82.1,60.1
HOP-62,112.6,105.5,94.6,111.5,123.5,101.3,82.3,103.4
RPMI-8226,109.6,30.0,102.3,82.3,87.5,/,70.9,64.3

[49] c1ccc(N/N=C(\c2ccccc2)c2cccs2)cc1
[50] CCOC(=O)c1cnc2cccc(C(=O)OCC)c2c1-c1ccccc1
[51] CCOC(=O)n1cc(-c2nonc2-c2cn(C(=O)OCC)c3ccc(F)cc23)c2cc(F)ccc21
[52] Clc1ccc(CSC2=NCCN2)cc1
[53] COc1ccc(C(=O)CC2(O)C(=O)N(CN3CCOCC3)c3ccc(Br)cc32)cc1 (stereo not given)
[54] C/C(=N\Nc1cc(C)nc2ccc(Br)cc12)c1ccccc1
[55] COC(=O)c1cnc2c(c1)Oc1ccc(Cl)cc1-c1cc(C)nn1-2
[56] CC(=O)Nc1ccc2c(c1)C(N1CC3CCC(CC3)C1)c1ccccc1-2 (stereo not given)
screen / no.,49,50,51,52,53,54,55,56
MDA-MB-435,110.8,108.7,105.8,99.6,105.6,92.2,91.3,99.4
MOLT-4,67.1,84.6,89.1,85.0,98.6,79.5,102.2,63.5
SR,60.6,88.9,85.7,/,99.3,87.7,89.3,0.2*
CCRF-CEM,79.6,89.1,93.8,98.3,95.5,82.1,121.2,74.5
K-562,54.1,94.8,87.8,99.7,100.1,67.7,95.8,58.9
HOP-92,98.9,/,87.6,/,73.7,76.3,85.6,64.2
HOP-62,100.7,93.6,96.7,105.2,106.8,97.0,68.3,96.5
RPMI-8226,103.8,80.2,92.3,78.1,90.7,69.4,95.6,52.5

[57] Cc1c(C(=O)O)nnn1CC(N)=O
[58] COC(=O)c1cc(-c2no[n+]([O-])c2C)no1
[59] Nc1ncc(C#Cc2cncc(NC(=O)c3cncc(C(F)(F)F)c3)c2)c2cccnc12
[60] Oc1[nH]c2ccccc2c1N=Nc1nnc2n1N=C(c1ccc(Cl)cc1)CS2
[61] Cc1ccc(NC(=O)Nc2nc3ccccc3s2)cc1NC(=O)Nc1nc2ccccc2s1
[62] COc1ccc(Br)c(C=O)c1OS(=O)(=O)c1ccc(C)cc1
[63] COc1ccc(N2CCN(Cc3ccc(-c4nn5c(=O)c(Cl)c(C)nc5s4)cc3)CC2)cc1
[64] COc1ccccc1Nc1nnc(-c2c[nH]c3ccccc23)o1
screen / no.,57,58,59,60,61,62,63,64
MDA-MB-435,108.5,102.5,79.2,81.8,97.1,104.5,96.8,-40.8*
MOLT-4,83.2,102.3,66.9,83.1,82.4,86.5,/,1.8*
SR,74.5,111.1,72.3,73.5,55.5,84.2,105.9,1.7*
CCRF-CEM,95.5,103.2,79.4,95.4,74.2,84.0,119.7,8.2*
K-562,/,106.4,10.7,86.7,83.8,77.8,92.8,7.1*
HOP-92,94.5,100.9,98.9,91.3,/,82.0,91.8,16.1
HOP-62,95.3,107.6,90.7,96.5,88.3,107.4,92.9,26.3
RPMI-8226,105.4,101.9,69.2,80.4,42.8,78.5,100.2,-12.4*

[65] Cc1ccc(NC(=O)N2CCCCC2)cc1[N+](=O)[O-]
[66] O/N=C1/CCCc2ccccc21
[67] Cc1cc(C)c2sc(=O)n(Cc3nnc(SCCC(=O)O)o3)c2n1
[68] O=C(O)CNC(=O)Cc1cccc2ccccc12
[69] Cc1ccc(OS(=O)(=O)c2ccc(C)cc2)cc1
[70] CCC(C)(C)c1ccc(OCCOC(C)=O)cc1
[71] COc1ccc(-c2cc(=O)c3c(OC)c4ccoc4cc3o2)cc1
screen / no.,65,66,67,68,69,70,71
MDA-MB-435,/,110.4,103.1,105.8,100.7,100.9,89.6
MOLT-4,137.4,103.8,90.6,99.0,106.0,93.9,84.7
SR,39.3,97.1,79.2,101.6,102.8,95.0,82.4
CCRF-CEM,7.4*,96.4,56.6,100.2,105.1,102.3,109.3
K-562,106.1,120.4,94.2,99.9,104.6,102.2,88.2
HOP-92,/,123.4,/,103.1,95.4,90.1,90.1
HOP-62,84.2,94.3,98.2,112.1,89.4,113.4,107.7
RPMI-8226,41.7,103.5,99.8,94.2,105.4,107.1,101.8
